Screens: PubChem, Broad Institute
C2C12 statin: suppressors of statin myotoxicity in C2C12 myotubes, primary screen, cell-based, single point, plate reader. C2C12 myotubes + simvastatin, ATP luminescence, 48 h; scaled: DMSO 0, geranylgeraniol control 100. rescue of ATP level, % at 7.49 µM. 330,000 tested, 0.78% active. AID 602340, 2012;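 active means mean ATP rescue above about 67%, or every replicate alone reaching that limit, limit read from the data, passing the limit was not always enough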;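 further: myotubes were challenged with 10 µM simvastatin during compound exposure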
PGC1a acetyl inh: inhibitors of PGC1a acetylation signal, primary screen, cell-based, U2OS, AlphaScreen, inhibitor mode. AID 651687, 2012. 350,000 tested, 0.17% active. inhibition, % at 15.6 µM. AlphaScreen anti-acetyl-lysine; with virally co-expressed GCN5 acetyltransferase;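 active means every replicate shows inhibition of at least 40%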;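 further: 0% = neutral control wells and 100% = positive control wells; some results beyond the cut were filed as inactive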
Cneo AK release: Cryptococcus neoformans cell lysis inducers, primary screen, AK release luminescence, single concentration; C. neoformans lysis, adenylate kinase release luminescence, 4 h; normalised: neutral wells 0, clomiphene wells 100; lysis activity, % at 15 µM; 360,000 tested, 0.2% active; AID 651654, 2012;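 active means mean lysis activity across replicates of at least 80%, whatever share of replicates individually reach that level; inactive means mean lysis activity below 80%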
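read-out = cell lysis signal | test system = log-phase Cryptococcus neoformans yeast cells | input = cells at 5 × 10^6 per mL | medium = fresh YPD growth medium | signal = luminescent adenylate kinase detection reagent | timing = 4 h at 37 °C static, read 1 h later | dosing = single dose | controls = Clomiphene as positive lysis control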
* marks the source's active call; other numbers are inactive results.

1: CN1OC(COC(=O)c2ccc(Cl)cc2Cl)CC1c1ccccc1 (centres undefined)
2: Cc1cc(C(C)(C)C)oc1C(=O)N(CC(=O)NC1CCCC1)c1cccc(C(F)(F)F)c1
3: COC(=O)c1cc[n+](CC(=O)c2ccccc2)cc1
4: C#CCOCCOCCOCCNc1nc(N2CCN(C(=O)CCCCCCCCCCNC(=O)Cn3cc(CCCCCN)nn3)CC2)nc(N2CCN(C(=O)CCCCCCCCCCNC(=O)Cn3cc(CCCCCN)nn3)CC2)n1
5: CN(C)CCCNS(=O)(=O)c1ccc(Oc2ncc(C(F)(F)F)cc2Cl)cc1
6: COC(=O)c1cc(OC)c(OC)cc1NC(=O)Cc1ccccc1[N+](=O)[O-]
7: Cc1oc(-c2ccccc2F)nc1CN1CCC(C(=O)NC2CCCc3ccccc32)CC1 (centres undefined)
8: c1ccc(-c2n[nH]nc2-c2ccccc2)cc1

compound no. | 1 | 2 | 3 | 4 | 5 | 6 | 7 | 8
C2C12 statin | -2 | -4 | 3 | 14 | 6 | -3 | -19 | -1
PGC1a acetyl inh | 9 | -9 | 10 | -8 | -23 | 8 | -8 | 2
Cneo AK release | -3 | 10 | 0 | 3 | -1 | 1 | -3 | -3

9: O=C(CSCc1ccccc1)N1CCN(c2ccc(F)cc2)CC1
10: Cc1cc2nc(SCCN3CCOCC3)[nH]c2cc1C
11: Cc1ccc(-c2nnc(N(C)C(=O)C3CCCO3)s2)cn1 (centres undefined)
12: CN(CC(=O)Nc1c(Cl)cccc1Cl)C(=O)CCCN1C(=O)c2ccccc2C1=O
13: CCn1c(SCC(=O)c2cc(OC)ccc2OC)nnc1C(C)C
14: CC(C)(C)n1nnnc1C(c1cccnc1)N(Cc1ccccc1)Cc1cccs1 (centres undefined)
15: c1ccc(-c2cn3nc(-c4ccccc4)sc3n2)cc1
16: O=C(O)c1cc2ccccc2c(N=Nc2cccnc2)c1O

compound no. | 9 | 10 | 11 | 12 | 13 | 14 | 15 | 16
C2C12 statin | 2 | 8 | 27 | 10 | 17 | -13 | -31 | 9
PGC1a acetyl inh | 0 | 3 | 9 | 9 | 0 | -31 | 9 | 1
Cneo AK release | 0 | 0 | 1 | -1 | -1 | -1 | -5 | 0

17: O=C(CNC(=O)c1ccccc1F)NC1CC1
18: O=C(CSc1nnc(-c2ccc(F)cc2)o1)Nc1ccc(S(=O)(=O)N2CCCC2)cc1
19: COc1ccc(NC(=O)CCS(=O)(=O)c2ccc3c(c2)CCCN3C(C)=O)cc1Cl
20: CCOC(=O)CSc1nnc(CNC(=O)c2ccc(OC)cc2)n1-c1ccc(OC)cc1
21: Cc1ccc(CNC(=O)C2CCCN(Cc3cnn(-c4ccccc4)c3-n3cccc3)C2)cc1 (centres undefined)
22: O=C(NCc1ccc2c(c1)OCO2)c1cccnc1
23: Cc1cc(C)c(C)c(S(=O)(=O)N2CCN(Cc3nc4ccccc4[nH]3)CC2)c1C
24: COc1cc(OC)cc(C(C(=O)NC2CCCCC2)N(C(=O)c2ccno2)c2ccccc2)c1 (centres undefined)

compound no. | 17 | 18 | 19 | 20 | 21 | 22 | 23 | 24
C2C12 statin | -7 | 2 | 4 | 1 | 1 | -1 | 1 | -8
PGC1a acetyl inh | -1 | 7 | -8 | 9 | 15 | -14 | -5 | -11
Cneo AK release | 3 | 8 | 1 | -1 | 0 | 5 | 2 | -1

25: Cc1ccccc1NC(=O)c1c(F)c(F)c(F)c(F)c1F
26: CCOc1cc(S(=O)(=O)n2nc(C)cc2C)ccc1F
27: CCCCOc1ccc(NC(=O)CSc2nnnn2C)cc1
28: CCn1cc(C(=O)NC2CCCCC2)c(=O)c2ccc(C)nc21
29: COc1ccc(CC(=O)Nc2ccc(S(=O)(=O)NC(C)C)cc2)cc1
30: COc1cc(C(=S)N2CCC(C(N)=O)CC2)ccc1O
31: COC(=O)C1=C(C)OC(N)=C(C#N)C1c1ccc(OC)c(OC)c1OC (centres undefined)
32: Cc1ccc(OCc2nn3c(-c4ccco4)nnc3s2)cc1

compound no. | 25 | 26 | 27 | 28 | 29 | 30 | 31 | 32
C2C12 statin | -12 | 4 | 14 | 1 | 6 | 1 | 2 | 31
PGC1a acetyl inh | 3 | -29 | -2 | 7 | 6 | -7 | -2 | 2
Cneo AK release | 15 | 0 | 2 | 0 | -3 | -1 | 1 | 0

33: CNC(=S)N1C2CCC1CC(NC(=O)NC13CC4CC(CC(C4)C1)C3)C2 (centres undefined)
34: CCn1c2ccccc2c2nnc(SCC(N)=O)nc21
35: CCC(=O)Nc1ccc2c(c1)nc1n2CCSC1
36: Cc1ccc2nc(SCC(=O)Nc3ccc4sc(C)nc4c3)c(C#N)cc2c1
37: Cc1ccn2c(=O)c(C(=O)NCCCN3CCCCC3C)c(O)nc2c1 (centres undefined)
38: CCn1c(-c2ccsc2)nc2c1c(=O)[nH]c(=O)n2Cc1ccccc1
39: O=C(Nc1cccc2ccccc12)C12CC3CC(C1)CC(n1cnc([N+](=O)[O-])n1)(C3)C2
40: Cc1cc(N2CCCC2)ccc1/C=N/n1cnnc1

compound no. | 33 | 34 | 35 | 36 | 37 | 38 | 39 | 40
C2C12 statin | -40 | 20 | -1 | 1 | -9 | 3 | 69* | 9
PGC1a acetyl inh | 4 | 8 | -1 | -11 | -2 | 5 | -1 | -4
Cneo AK release | 4 | 6 | -2 | 2 | 1 | -7 | 7 | 0

41: COc1cccc(-c2nn(C)c3sc(C(=O)N4CCN(c5ccccn5)CC4)cc23)c1
42: COc1ccc(CN(C)c2ncnc(N)n2)cc1
43: COc1ccccc1C1=NN(C(=S)Nc2ccccc2)C(c2ccco2)C1 (centres undefined)
44: CNS(=O)(=O)c1cc(O)c2c(S(=O)(=O)NC)cccc2c1
45: Cc1ccc(S(=O)(=O)/C(C#N)=C/c2c(N3CCN(C)CC3)nc3c(C)cccn3c2=O)cc1
46: CCOC(=O)C1CCN(Cc2oc(CO)cc(=O)c2O)CC1
47: COc1cccc(C2CC(c3cccs3)=NN2C(=O)CSc2nc3c(cnn3-c3ccc(F)cc3)c(=O)[nH]2)c1OC (centres undefined)
48: COc1ccc(C2C/C(=N\O)C(C)(C)O2)cc1 (centres undefined)

compound no. | 41 | 42 | 43 | 44 | 45 | 46 | 47 | 48
C2C12 statin | 8 | -1 | 7 | -11 | 3 | -1 | -22 | -10
PGC1a acetyl inh | -10 | 3 | -10 | -11 | -14 | 8 | 7 | 1
Cneo AK release | 1 | 0 | -3 | -1 | -4 | -2 | -2 | -2

49: CCCc1[nH]nc2c1C(Cc1ccccc1)C(C#N)=C(N)O2 (centres undefined)
50: COc1ccc(OC)c(C(=O)CSc2nccc(-c3ccc(Br)cc3)n2)c1
51: CCOC(=O)c1oc2cccc(OCC(O)CNC(C)C)c2c1C (centres undefined)
52: CCOC(=O)CN1C(=O)C(Sc2n[nH]c(-c3cccc(C)c3)n2)CCc2ccccc21 (centres undefined)
53: O=C(Nc1ccc2c(c1)OCCO2)c1cc2sccc2n1Cc1ccc(F)cc1
54: COC(=O)c1cc(OC)c(OC)cc1NC(=O)CCCCCN1C(=O)CCC1=O
55: CCCC(=O)Nc1ccc2nc(SCC(=O)Nc3ccc(N4CCOCC4)c(Cl)c3)sc2c1
56: N#Cc1ccc(NC(=O)N2CCC(c3nc4c(nnn4Cc4cccc(Cl)c4)c(=O)[nH]3)CC2)cc1

compound no. | 49 | 50 | 51 | 52 | 53 | 54 | 55 | 56
C2C12 statin | 3 | -120 | 15 | 1 | -2 | -6 | -8 | -20
PGC1a acetyl inh | 6 | -18 | -4 | -19 | -2 | -6 | 57 | 16
Cneo AK release | 0 | 1 | 3 | 1 | -2 | 1 | -2 | 5

Structural class, those above containing an aryl methoxy group (15)
6: COC(=O)c1cc(OC)c(OC)cc1NC(=O)Cc1ccccc1[N+](=O)[O-]
13: CCn1c(SCC(=O)c2cc(OC)ccc2OC)nnc1C(C)C
19: COc1ccc(NC(=O)CCS(=O)(=O)c2ccc3c(c2)CCCN3C(C)=O)cc1Cl
20: CCOC(=O)CSc1nnc(CNC(=O)c2ccc(OC)cc2)n1-c1ccc(OC)cc1
24: COc1cc(OC)cc(C(C(=O)NC2CCCCC2)N(C(=O)c2ccno2)c2ccccc2)c1 (centres undefined)
29: COc1ccc(CC(=O)Nc2ccc(S(=O)(=O)NC(C)C)cc2)cc1
30: COc1cc(C(=S)N2CCC(C(N)=O)CC2)ccc1O
31: COC(=O)C1=C(C)OC(N)=C(C#N)C1c1ccc(OC)c(OC)c1OC (centres undefined)
41: COc1cccc(-c2nn(C)c3sc(C(=O)N4CCN(c5ccccn5)CC4)cc23)c1
42: COc1ccc(CN(C)c2ncnc(N)n2)cc1

compound no. | 6 | 13 | 19 | 20 | 24 | 29 | 30 | 31 | 41 | 42
C2C12 statin | -3 | 17 | 4 | 1 | -8 | 6 | 1 | 2 | 8 | -1
PGC1a acetyl inh | 8 | 0 | -8 | 9 | -11 | 6 | -7 | -2 | -10 | 3
Cneo AK release | 1 | -1 | 1 | -1 | -1 | -3 | -1 | 1 | 1 | 0

43: COc1ccccc1C1=NN(C(=S)Nc2ccccc2)C(c2ccco2)C1 (centres undefined)
47: COc1cccc(C2CC(c3cccs3)=NN2C(=O)CSc2nc3c(cnn3-c3ccc(F)cc3)c(=O)[nH]2)c1OC (centres undefined)
48: COc1ccc(C2C/C(=N\O)C(C)(C)O2)cc1 (centres undefined)
50: COc1ccc(OC)c(C(=O)CSc2nccc(-c3ccc(Br)cc3)n2)c1
54: COC(=O)c1cc(OC)c(OC)cc1NC(=O)CCCCCN1C(=O)CCC1=O

compound no. | 43 | 47 | 48 | 50 | 54
C2C12 statin | 7 | -22 | -10 | -120 | -6
PGC1a acetyl inh | -10 | 7 | 1 | -18 | -6
Cneo AK release | -3 | -2 | -2 | 1 | 1

An excerpt. The share of hits here may be higher or lower than overall.
